Bioassay records as filed in PubChem.
aSyn tox rescue: inhibitors of alpha-synuclein toxicity in yeast; S. cerevisiae alpha-synuclein toxicity rescue, BacTiter-Glo growth, 24 h; Potency, µM (doses to about 46.1 µM), for the others: top-dose growth rescue (activation), usual class: activators; hit rate 0.02% among 94,000; AID 1347070; active means well fitted activation curve with a large enough effect; further: 0% is about no effect
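Growth restoration measured by BacTiter-Glo luminescence after 24 hr at 30 deg C; alpha-synuclein yeast, raffinose-pregrown to mid-log, were added at OD600=0.02 in galactose medium onto pinned compounds.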
Active calls of the source: *; [ ] = dose if it differs, or a comment. Potency means the concentration at half of the fitted maximal effect. This is a subset, so the mix of outcomes need not match the whole.

SMILES	aSyn tox rescue
O=[N+]([O-])c1ccc(N/N=C/c2ccc(OCc3cccc4ccccc34)cc2)nc1	11.5%
CCOC(=O)c1ccc(-n2c(CCC(=O)O)ccc2-c2ccc(F)cc2)cc1	-73.9%[inhibitor]
Cc1ccc(CNC(=O)C2CCCN(c3ncnc4onc(-c5ccc(F)cc5)c34)C2)cc1 (stereo unspecified)	-14.8%
Cc1cc2c(cc1C)NC1=C(N2)OC(c2cccc(O)c2)C1=O (stereo unspecified)	5.8%
O=C(COc1ccc([N+](=O)[O-])cc1)NCc1ccncc1	0.3%
CCn1c(=O)c2cc(C(=O)NC3CCCCCC3)sc2c2ccccc21	2.9%
Cc1cc(C)c2c(=O)n(CC(=O)NCCCN3CCN(c4ccccc4F)CC3)sc2n1	-1.6%
CC1(C)CC(=O)c2cc(C(=O)Nc3ccccc3Cl)c(=O)n(-c3ccc(Cl)cc3)c2C1	1.7%
CCN(CC)S(=O)(=O)c1ccc2nc(NC(=O)c3ccccc3OC)sc2c1	2.0%
Cc1oc2ncn(CC(C)C)c(=O)c2c1C(=O)NCCCN1CCCCC1C (stereo unspecified)	-2.9%
CCOc1ccccc1NC(=O)COC(=O)CC(C)(C)CC1=NS(=O)(=O)c2ccccc2N1	6.8%
CSc1ncccc1C(=O)NNC(=O)c1csc(N2CCOCC2)n1	-6.0%
c1ccc(CC2CCCNC2)cc1 (stereo unspecified)	-7.6%
CCc1c(C)sc(NC(=O)c2cc(-c3ccc(O)cc3)on2)c1C#N	-3.6%
COc1ccc(-c2cc(-c3ccccc3)nc3c2COc2ccccc2-3)cc1	-2.0%
Cc1cc(Cl)ccc1N=C1N=C(N)c2ccccc21	6.0%
COc1ccc(S(=O)(=O)N(Cc2nc(-c3cccc(C)c3)no2)C2CCCCC2)cc1	3.3%
CCOC(=O)C1CCN(CC(=O)Nc2ccc(OC)c(Cl)c2)CC1	-10.3%
O=C(NCc1ccccc1)C(=O)NCC(c1ccco1)S(=O)(=O)c1cccs1 (stereo unspecified)	2.0%
COc1ccc(-c2cc(C(F)(F)F)n3nc(C(N)=O)cc3n2)cc1	4.0%
COc1ccccc1NC(=O)Cn1c(SCC(=O)Nc2ccc(F)cc2)nc2ccccc21	-0.4%
O=C(CSc1nc2c([nH]c3ccccc32)c(=O)n1-c1ccc(F)cc1)N1CCCCCC1	-10.6%
CCOc1ccc(CCNC(=O)c2cc3c(-c4ccccc4F)nn(C)c3s2)cc1	-7.7%
COc1cc(C(=O)Nc2nc3nc(-c4ccccc4)cc(=O)n3[nH]2)cc(OC)c1OC	0.2%
CC(OCC(O)CN1CCN(S(=O)(=O)c2ccc(Cl)cc2)CC1)c1ccc(Cl)cc1 (stereo unspecified)	9.0%
Cc1ccc(C(=O)OCc2cc(=O)n3nc(-c4cccs4)sc3n2)cc1	5.8%
Cc1nccn1CCC(=O)NC1CCCc2c1cnn2-c1ccc(C(C)(C)C)cc1 (stereo unspecified)	-2.0%
CNC(=S)N(Cc1ccc(OC)cc1)Cc1cc2ccc(C)cc2[nH]c1=O	6.9%
COCCCNC(=S)NNC(=O)c1ccccc1Br	-10.4%
CNS(=O)(=O)c1cn(CC(=O)N2CCN(c3cc(C)ccc3C)CC2)cc1S(=O)(=O)NC	-0.4%
COc1ccc(NC(=O)CCc2nnc3n(Cc4ccc(C)cc4)c(=O)c4ccccc4n23)cc1	-3.1%
CCn1c(=O)c2sccc2n2c(CCCC(=O)N3CCN(c4cc(C)ccc4C)CC3)nnc12	6.0%
Cc1ccc(Nc2ncnc3c2nc2n3CCCC2)cc1F	-12.1%
CC12CCC(C(=Nc3ccc(N=C4C(=O)C5(C)CCC4C5(C)C)cc3)C1=O)C2(C)C	5.1%
COC(=O)c1ccc[n+](CC(=O)Nc2ccc(OC(F)F)cc2)c1	3.2%
CC1CCN(C(=O)C(Cc2ccccc2)n2cccc2)CC1 (stereo unspecified)	6.5%
COCCN1Cc2cccc(C(=O)Nc3ccc(C(=O)OC)cc3)c2C1=O	-2.5%
O=C(NC1CCCCC1)C1CCCN1S(=O)(=O)c1ccc(Cl)cc1 (stereo unspecified)	5.5%
Cc1ccc(NC(=O)C2Cc3ccccc3C(=O)O2)cc1 (stereo unspecified)	3.7%
COc1ccc(CNC(=O)Cn2nc(C)c3c(C)n(-c4ccccc4)nc3c2=O)cc1OC	-4.5%
Cc1ccccc1N(C)S(=O)(=O)c1nnc(NC(=O)c2ccco2)s1	7.6%
COCCNC(=O)CCCn1c(=O)c2cc(OC)c(OC)cc2n(CC(=O)c2ccccc2)c1=O	7.9%
CCOc1ccc(S(=O)(=O)n2nc(C)c(S(=O)(=O)N3CCCCCC3)c2C)cc1	-4.5%
CCCC[n+]1ccn(C2=C([O-])c3ccccc3C(=O)/C2=N\S(=O)(=O)c2ccc(Cl)cc2)c1	-1.3%
COc1ccc(OC)c(NC(=O)Cn2c(=O)oc3cc(S(=O)(=O)NCc4ccccc4)ccc32)c1	3.2%
CC1CCN(c2c(NCC3CCC(C(=O)NCCCc4ccccc4)CC3)c(=O)c2=O)CC1 (stereo unspecified)	-7.1%
CCc1ccccc1NC(=O)c1ccc2c(c1)CCCN2S(C)(=O)=O	2.2%
O=C(CCc1ccccc1)NNC(=O)COc1ccccc1Cl	-4.6%
CCOC(=O)n1c(=O)n(C)c2ccc(Br)cc21	-1.6%
O=C(O)CCCC(=O)Nc1cccc(C(=O)Nc2ccccc2C(=O)O)c1	0.7%
O=C1/C(=C\c2ccc(O)c(O)c2)N=C2CCCCCN12	-12.5%
COc1ccc(CNC(=O)c2cc3c(=O)n(Cc4ccco4)ccc3nc2C)cc1	2.4%
CCN(c1ccccc1)S(=O)(=O)c1ccc(NC(=O)c2cc(=O)c3cc(C)c(C)cc3o2)cc1	-4.5%
Cc1cccc(NC(=O)C(=O)NCC(c2ccc3c(c2)OCO3)N2CCN(c3ccccc3)CC2)c1 (stereo unspecified)	0.2%
O=C(NCCc1ccccc1)c1ccc2c(c1)CCN2S(=O)(=O)c1ccc(Br)cc1	-15.7%
CCOC(=O)c1sc(NC(=O)Cn2nnc3sc4c(c3c2=O)CCC(C(C)(C)C)C4)nc1C (stereo unspecified)	-8.7%
CCOc1ccc(NC(=O)c2c(NCc3ccc(C)o3)sc3c2CCCCC3)cc1	1.0%
Cc1ccc(C)c(S(=O)(=O)N2CCN(C(=O)Cn3[nH]c(=O)c4ccccc4c3=O)CC2)c1	-2.6%
O=C(CCCN=C1NS(=O)(=O)c2ccccc21)OCC(=O)c1ccccc1	6.7%
O=C(NCCCN1CCN(c2ccccc2F)CC1)c1ccc2nc(Cc3ccccc3)oc2c1	7.4%
(list continues)
SMILES	aSyn tox rescue
COc1cccc(/C=C/C(=O)Nc2ccc3[nH]c(=O)[nH]c3c2)c1	1.2%
CCc1cccc(NC(=O)CN2C(=O)COc3ccc(S(=O)(=O)N4CCC(C)CC4)cc32)c1	4.3%
C/C(=N\NC(=O)c1ccc(NS(=O)(=O)c2cccs2)cc1)c1ccc(O)cc1O	-5.5%
Cc1cccc(C(=O)Nc2nnc(S(=O)(=O)N3CCCc4ccccc43)s2)c1	-17.3%
COc1cccc(-n2c(SCC(=O)Nc3nc4ccccc4s3)nc3ccccc3c2=O)c1	-6.7%
Cc1ccc(C)c(N(C)C(=O)c2cc3c(s2)-c2ccccc2OC3)c1	-6.4%
O=C(O)CCC(=O)NNC(=O)COc1ccc(Cl)cc1Cl	-10.1%
Cc1cc2c(n1-c1ccc(C(=O)NCc3cccc(Br)c3)cc1)CCC(C)C2 (stereo unspecified)	4.0%
COc1ccc(-c2nc(CNC(=O)NC3CCCCC3)c(C)o2)cc1	6.4%
COc1cccc(CNC(=O)c2c(C)nn(-c3ccccc3)c2C)c1	0.9%
CCc1nc(SCc2cc(=O)c3cc(F)ccc3[nH]2)n[nH]1	-1.5%
CCN(CC)C1CCN(C(=O)CCc2nnc(CCCCc3ccccc3)o2)C1 (stereo unspecified)	-2.8%
CCC(NS(=O)(=O)c1ccc(C)cc1)C(=O)N1CCN(c2ccccn2)CC1 (stereo unspecified)	-9.9%
CCN(CC)S(=O)(=O)c1ccc(NC(=O)CCC2CCCCC2)cc1	0.6%
CC/C(=N\NC(=S)Nc1ccc(OC)cc1)c1ccc(OC(F)F)cc1	-13.1%
CCOc1ccc(N2CC(NC(=O)C3CC3)CC2=O)cc1 (stereo unspecified)	8.5%
COc1ccc(S(=O)(=O)N2CCN(C(=O)NCc3ccc(OC)c(OC)c3)CC2)cc1	-1.2%
Cc1cccc(N2CCN(C(=O)c3cc(S(=O)(=O)N4CCOCC4)cn3C)CC2)c1C	-5.2%
Cc1ccccc1CSc1cn(CCNC(=O)c2cccs2)c2ccccc12	-32.0%[inhibitor]
COc1ccc(CN(C)CC(=O)NC2CCCc3ccccc32)cc1OC (stereo unspecified)	3.2%
COC(=O)c1sc(N2C(=O)c3oc4ccccc4c(=O)c3C2c2cccc(O)c2)nc1C (stereo unspecified)	10.6%
COCCNC(=S)N1CCC(C(=O)c2ccc(Cl)cc2)CC1	-1.5%
Cc1cc(NC(=O)CCS(=O)(=O)c2cc(Br)cc3c2N(C(=O)C2CC2)CC3)ccc1Br	-4.7%
CC(=O)Nc1cccc(NS(=O)(=O)c2ccc3c(c2)CCC(=O)N3)c1	-2.3%

Next part; it opens with the seven that closed the last part.
SMILES	aSyn tox rescue
Cc1cccc(N2CCN(C(=O)c3cc(S(=O)(=O)N4CCOCC4)cn3C)CC2)c1C	-5.2%
Cc1ccccc1CSc1cn(CCNC(=O)c2cccs2)c2ccccc12	-32.0%[inhibitor]
COc1ccc(CN(C)CC(=O)NC2CCCc3ccccc32)cc1OC (stereo unspecified)	3.2%
COC(=O)c1sc(N2C(=O)c3oc4ccccc4c(=O)c3C2c2cccc(O)c2)nc1C (stereo unspecified)	10.6%
COCCNC(=S)N1CCC(C(=O)c2ccc(Cl)cc2)CC1	-1.5%
Cc1cc(NC(=O)CCS(=O)(=O)c2cc(Br)cc3c2N(C(=O)C2CC2)CC3)ccc1Br	-4.7%
CC(=O)Nc1cccc(NS(=O)(=O)c2ccc3c(c2)CCC(=O)N3)c1	-2.3%
Cc1ccc(N2C(=O)CCSC23C(=O)N(Cc2ccccc2)c2ccccc23)cc1F (stereo unspecified)	-3.9%
CC(Cc1ccco1)NC(=O)c1cccc(S(=O)(=O)N(C)C)c1 (stereo unspecified)	-29.6%
COc1ccc(C(CNC(=O)c2ccc(NS(=O)(=O)c3ccc4c(c3)OCCO4)cc2)N(C)C)cc1 (stereo unspecified)	-2.2%
CN(CC(=O)Nc1ccccc1Cl)C(=O)COC(=O)c1cc(S(=O)(=O)N(C)C)ccc1N1CCCC1	2.2%
Cc1cnc(NC(=O)c2cccc(S(=O)(=O)N3CC(C)OC(C)C3)c2)s1 (stereo unspecified)	10.6%
CCOc1ccc(-n2c(=O)c3c4c(sc3n(CC(=O)NC(C)CC)c2=O)CCC4)cc1 (stereo unspecified)	-2.2%
CC(C)(C)c1ccc(Cn2c(Cc3ccccc3)nc3ccccc32)cc1	-16.3%
CCN(CC)CCCNC(=O)/C(=C\c1cccn1C)NC(=O)c1cccs1	6.7%
COc1ccccc1N1C(=O)c2ccc(C(=O)Nc3nccs3)cc2C1=O	3.9%
O=C(Nc1ccccc1N1CCN(C(=O)c2ccccc2)CC1)c1ccccc1Cl	-5.9%
COc1cccc(S(=O)(=O)N(C)C[C@@H]2OCc3cn(nn3)CCCC(=O)N([C@H](C)CO)C[C@H]2C)c1	-7.7%
CC(Oc1ccc(F)cc1)C(=O)Nc1cc(S(=O)(=O)N2CCOCC2)ccc1N1CCN(C)CC1 (stereo unspecified)	3.5%
CCCn1c(SCC(=O)c2cc(C)n(-c3cc(C)on3)c2C)n[nH]c1=O	-1.3%
O=C(NCCCn1ccnc1)c1ccc(NS(=O)(=O)c2ccc(Cl)c(Cl)c2)cc1	-45.0%[inhibitor]
Cc1cc(C)n2nc(-c3ccccc3)cc2n1	4.6%
O=C(CSc1ncc(S(=O)(=O)c2ccc(Br)cc2)c(=O)[nH]1)NCc1ccc(Cl)cc1	6.1%
O=C(Nc1ccc(CN2CCCCC2)cc1)c1sc2ccccc2c1Cl	3.8%
Cc1ccc(S(=O)(=O)N2CCCc3cc(NC(=O)c4ccc(C(F)(F)F)cc4)ccc32)cc1	5.1%
COc1ccc(CCNC(=O)CCc2c(C)nc3cc(-c4ccccc4OC)nn3c2C)c(OC)c1	28.2%
COCCCNCC1C(Oc2ccc(Cl)cc2)C(=O)N1c1ccccc1C (stereo unspecified)	-0.3%
COc1cccc(-c2nc(S(=O)(=O)c3ccc(C)cc3)c(N3CCCCCC3)o2)c1	7.1%
CC(=O)c1cccc(NC2c3ccccc3C(=O)N2Cc2ccc3c(c2)OCO3)c1 (stereo unspecified)	-9.6%
CSc1nsc(NN)n1	1.5%
CCC(=O)N1CCc2cc(Br)cc(S(=O)(=O)N3CCC(C(=O)Nc4ccccc4CC)CC3)c21	4.4%
COc1cc2c(cc1OC)n(CC(=O)Nc1ccc(C)cc1C)c(=O)n1nc(-c3ccccc3)nc21	0.2%
COc1ccc(OC)c2sc(N(CCCN(C)C)C(=O)c3ccco3)nc12	-10.7%
CCN(CC)CCNC(=O)c1ccc(Cn2c(SCc3ccccc3)nc3cccnc32)cc1	-3.0%
Cc1ccc(Cl)cc1NC(=O)Cn1nnc2sc3c(c2c1=O)CCC(C(C)(C)C)C3 (stereo unspecified)	6.2%
O=C(Cn1nc(Cc2ccncc2)c2ccccc2c1=O)Nc1cccc(C(F)(F)F)c1	-5.4%
CCCn1c2ccccc2c2cnn(CC(=O)Nc3ccccc3OC)c(=O)c21	0.7%

Grouped by structure, the entries above with a CF3 group (3)
SMILES	aSyn tox rescue
COc1ccc(-c2cc(C(F)(F)F)n3nc(C(N)=O)cc3n2)cc1	4.0%
Cc1ccc(S(=O)(=O)N2CCCc3cc(NC(=O)c4ccc(C(F)(F)F)cc4)ccc32)cc1	5.1%
O=C(Cn1nc(Cc2ccncc2)c2ccccc2c1=O)Nc1cccc(C(F)(F)F)c1	-5.4%
